Assay outcomes (PubChem BioAssay)
SUMO Mot1 rescue – yeast Mot1-301 growth rescue at high temperature, primary screen, SUMOylation pathway inhibitor project, S. cerevisiae, ATP luminescence, 38.5C; 1% of 320,000 active; AID 2716, 2010; growth rescue, % at 18.8 µM; S. cerevisiae Mot1-301 growth rescue; percent above DMSO median, 100 means doubled;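 active = every valid replicate shows activation above 250% relative to neutral control wells; inactive = the rest, any valid replicate at or below 250%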;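 also: OY570 slx delta 5 strain wells were the positive control but not used for scaling; some compounds called inactive have numbers as strong as hits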
LANA DNA inh – inhibitors of KSHV C-LANA binding to DNA, primary screen, biochemical, fluorescence polarization, FAM-LBS DNA, MBP-C-LANA, single point. Kaposi's sarcoma herpesvirus LANA C-terminal domain (residues 932-1162) DNA binding. inhibition, % at 9 µM. 0.078% of 340,000 active;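 active = highest replicate inhibition at or above 60% at 9 µM, even if other replicates fall short; inactive = all replicates below 60% inhibition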;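 also: 0% = neutral control wells and 100% = 4 µM acridine orange control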
Keap1-Nrf2 PPI – Keap1-Nrf2 protein-protein interaction inhibitors, primary screen, biochemical, fluorescence polarization, single point; Kelch-like ECH-associated protein 1 (Homo sapiens), Q14145; Keap1 Kelch-Nrf2 peptide fluorescence polarization, 1536-well; inhibition, % at 9.4 µM; 0.15% of 340,000 active; AID 504523, 2011; in the data active = inhibition above about 12%; inconclusive = no clear call, values can overlap the other calls; inactive = below about 7.3%;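 also: human Keap1 Kelch domain with fluorescein labeled Nrf2 9mer peptide probe; 0% = neutral control wells and 100% = peptide positive control; higher means more block of Keap1 binding to Nrf2 peptide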
Target sequence (Q14145 whole entry, looked up, the tested form may be a part): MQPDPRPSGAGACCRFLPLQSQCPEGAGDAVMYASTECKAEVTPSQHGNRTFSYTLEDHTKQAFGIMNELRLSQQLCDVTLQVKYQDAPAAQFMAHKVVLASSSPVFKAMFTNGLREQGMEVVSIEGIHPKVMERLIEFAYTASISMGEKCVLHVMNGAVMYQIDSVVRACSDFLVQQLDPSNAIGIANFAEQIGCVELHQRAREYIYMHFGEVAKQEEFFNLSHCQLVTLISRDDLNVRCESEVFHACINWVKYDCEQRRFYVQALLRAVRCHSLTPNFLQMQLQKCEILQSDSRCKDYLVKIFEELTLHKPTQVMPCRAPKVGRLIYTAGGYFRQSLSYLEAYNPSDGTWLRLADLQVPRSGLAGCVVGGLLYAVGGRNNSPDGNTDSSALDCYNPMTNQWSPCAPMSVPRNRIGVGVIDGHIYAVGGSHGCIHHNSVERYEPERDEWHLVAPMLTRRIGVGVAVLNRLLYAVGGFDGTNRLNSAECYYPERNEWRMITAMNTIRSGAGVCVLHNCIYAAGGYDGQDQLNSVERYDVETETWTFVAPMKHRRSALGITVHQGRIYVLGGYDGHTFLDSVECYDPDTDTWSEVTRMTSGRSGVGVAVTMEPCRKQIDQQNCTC
PvdQ inh – P. aeruginosa PvdQ acylase inhibitors, primary screen, biochemical, fluorescence, plate reader and imaging, single point | inhibition, % at 10 µM | purified PvdQ acylase | 0.063% of 340,000 active; in the data active = inhibition above about 30%, passing the limit was not always enough; inconclusive = no clear call, values can overlap the other calls;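 also: 0% = vehicle neutral wells and 100% = reference inhibitor wells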
dFosB activator – activators of delta FosB homodimer, primary screen, biochemical, fluorescence polarization, TAMRA-CDK5 oligo, single point; Protein FosB (Mus musculus), P13346; purified delta FosB; percent of positive-control signal above neutral wells; activation, % at 25 µM; 0.99% of 340,000 active; AID 493131, 2011;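 active = mean activation above about 17%, with every replicate also reaching it, limit read from the data, passing the limit was not always enough; inconclusive = only one of the two conditions met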;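 also: fluorescence polarization rise as delta FosB binds a TAMRA Cdk5 AP-1 oligo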
Target sequence (P13346 whole entry, looked up): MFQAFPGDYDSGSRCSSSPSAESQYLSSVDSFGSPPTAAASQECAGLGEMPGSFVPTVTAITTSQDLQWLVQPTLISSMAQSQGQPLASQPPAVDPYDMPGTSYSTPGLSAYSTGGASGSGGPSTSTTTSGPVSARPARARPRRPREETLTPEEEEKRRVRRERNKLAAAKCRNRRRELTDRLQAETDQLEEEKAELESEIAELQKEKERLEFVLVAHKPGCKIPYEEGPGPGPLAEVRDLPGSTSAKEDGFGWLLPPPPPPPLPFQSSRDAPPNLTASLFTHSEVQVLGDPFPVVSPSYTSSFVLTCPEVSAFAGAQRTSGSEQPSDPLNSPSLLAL
PfHsp90 yeast 2 – growth inhibition of PfHsp90-expressing yeast, primary screen, antimalarial PfHsp90 inhibitor project, S. cerevisiae, BacTiter-Glo luminescence, single point, set 2. BacTiter-Glo ATP, 48 h; yeast lacking PDR1 and PDR3 efflux regulators. inhibition, % at 9.4 µM. 0.32% of 310,000 active. AID 504621, 2011;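 active = every replicate shows inhibition above about 80%, whatever the replicate mean, limit read from the data; inconclusive = mean inhibition reaches the set limit but some replicate falls short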;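 also: 0% = DMSO neutral controls and 100% = 20 µM radicicol positive controls; yeast relying on Plasmodium falciparum Hsp90 in place of its own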
NSD2 inh – NSD2 histone methyltransferase inhibitors, primary screen, biochemical, AlphaScreen, single concentration, set 2; Histone-lysine N-methyltransferase NSD2 (Homo sapiens), O96028; NSD2 peptide methylation, 120 min; inhibition, % at 12.5 µM; 0.54% of 310,000 active; in the data active = inhibition above about 50%
Rtt109 HAT inh – inhibitors of C. albicans Rtt109/Vps75 HAT, primary screen, biochemical, ThioGlo CoA-SH fluorescence, plate reader; AID 540336, 2011; Histone acetyltransferase RTT109 (Candida albicans (strain SC5314 / ATCC MYA-2876)), …; 0.16% of 330,000 active; purified Rtt109/Vps75, 4 h; inhibition, % at 34.9 µM;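 active = inhibition of at least 50% in every replicate; inconclusive = best replicate reaches 50% inhibition but some replicates fall short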
Cardiac RTF inh – cardiac RTF calcium sensitivity inhibitors, primary screen, biochemical, IANBD-TnC fluorescence, EC70 calcium; IANBD-labeled cardiac RTF, Ca2+ fluorescence; inhibition, % at 7.15 µM; 0.12% of 340,000 active;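 active = inhibition above the mean inhibition of all tested compounds plus 3 SD, cut at about 17% in these data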;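 also: assay run at fixed EC70 calcium of 1.6 mM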
RTF Ca sens act – cardiac RTF calcium sensitivity activators, primary screen, biochemical, IANBD-TnC fluorescence, EC20 calcium. Troponin I, cardiac muscle (Homo sapiens) + Troponin T, cardiac muscle (Homo sapiens) + …. IANBD-labeled TnC RTF fluorescence at EC20 calcium; 0% EC20 calcium, 100% full calcium. activation, % at 7.2 µM. 0.24% of 340,000 active;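 active = activation above the mean over all tested compounds plus 3 SD, cut at about 30% in these data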;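 also: rise in fluorescence read as greater calcium sensitivity of cardiac thin filaments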
CDK5 p35 inh – inhibitors of human CDK5/p35 kinase, primary screen, biochemical, single concentration; Cyclin-dependent kinase 5 (Homo sapiens) + Cyclin-dependent kinase 5 activator 1 (Homo …; Recombinant CDK5/p35, ADP-Glo luminescence, 60 min; inhibition, % at 10 µM; 0.01% of 330,000 active; AID 488839, 2010;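 active = highest replicate inhibition of at least 50% and at least 75% of replicates reaching 50%; inconclusive = only one of the two criteria met; inactive = both criteria failed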;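 also: plate controls were DMSO neutral control for no effect and GW8510 at 10 µM for full effect; many of its hits are not listed in these tables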
An asterisk follows results filed as active; ? = inconclusive; / = not tested or not shown.

SMILES	SUMO Mot1 rescue	LANA DNA inh	Keap1-Nrf2 PPI	PvdQ inh	dFosB activator	PfHsp90 yeast 2	NSD2 inh	Rtt109 HAT inh	Cardiac RTF inh	RTF Ca sens act	CDK5 p35 inh
c1ccc(Oc2nc(Oc3ccccc3)nc(N3CCOCC3)n2)cc1	3.5	0.7	-3.8	-14.2	-0.3	9.7	-2.9	3.1	-8.0	-2.1	-0.9
O=C(Nc1nccs1)C1CCCN1S(=O)(=O)c1cccc2cccnc12 (configuration not stated)	-17.2	0.6	-0.6	-20.5	3.3	6.6	/	-2.8	-5.4	3.8	0.6
Cc1ccc(-c2n[nH]c3c2C(c2cccc(O)c2)N(c2ccc(C(=O)O)cc2)C3=O)cc1 (configuration not stated)	-4.2	-0.5	-5.3	-5.6	-15.1	18.2	0.1	7.3	-16.5	-2.4	-0.6
COc1ccc(OCc2cc(C(=O)N3CCN(CC(=O)N(C)C)CC3)no2)c(Cl)c1	18.8	0.3	-3.8	9.2	-4.5	1.4	-4.1	4.6	0.3	-8.1	-1.2
COc1ccc(Cc2nc3ccc(C(=O)N(C)CCCN4CCOCC4)cc3o2)cc1	9.8	0.8	-3.2	-9.0	-6.9	-2.4	-0.7	1.9	-8.1	-0.6	0.2
CCN(CC)CC(=O)NN(Cc1ccccc1)c1ccccc1	-29.6	0.5	-5.4	-12.8	-3.7	-8.3	2.8	-7.3	-0.6	5.8	-4.0
Cc1ccc(NC(=O)CSCC(=O)NC2CCCCC2)cc1	-15.5	0.8	-7.0	-20.7	6.2	7.4	-5.7	0.2	-9.0	-0.2	-6.0
O=C(O)Cn1cnc2ccccc2c1=O	39.5	-0.8	0.2	-10.5	-0.4	-19.1	2.8	-0.1	-3.5	5.5	0.7
Cc1cc(SCc2ccccc2Cl)nc(=O)[nH]1	-15.3	0.0	-1.2	-11.0	-7.6	5.0	-2.4	-6.6	-7.1	1.8	-2.2
CCn1nc(C)c(NC(=O)/C=C/c2ccc(OC)c(COc3ccc(Cl)cc3Br)c2)c1C	-0.3	-0.9	6.3	10.1	207.2*	/	-4.0	/	7.3	-2.9	-0.3
O=C(O)c1ccc(N2C(=O)C3ON(c4ccccc4)C(c4ccccc4F)C3C2=O)cc1 (configuration not stated)	1.8	-1.7	1.0	1.8	5.8	-10.5	1.0	1.9	-2.1	-1.3	-0.9
Cc1cccc(N2C(N)=NC(N)=NC23CCCCC3)c1	21.6	-1.7	-3.8	13.4	1.9	-13.0	1.4	1.0	3.8	-8.8	0.1
CCCCC(CCC(=O)Nc1ccc(C(=O)OC)cc1)C(=O)O (configuration not stated)	20.9	-1.1	-2.1	-17.3	-2.7	18.4	-2.1	10.3	-5.4	-4.7	-0.2
O=C(Cn1nnc(-c2ccncc2)n1)NCCc1ccccc1	1.5	-1.1	-2.9	-8.4	0.5	-4.1	2.6	-3.6	8.8	3.1	-1.6
S=c1[nH]nc(C2CCCCC2)n1/N=C/c1cccs1	/	0.8	1.7	-3.2	-17.7	-11.0	8.3	2.8	-5.0	-1.9	-0.5
Cc1ccc(C(=O)Nc2nc(C)c(C(=O)N(C)C)s2)o1	-1.0	-1.4	0.9	-0.9	-0.4	33.4	1.9	-4.4	3.2	0.8	1.3
O=C(COC(=O)c1ccccc1O)Nc1cc(S(=O)(=O)N2CCCCCC2)ccc1Cl	5.1	-1.1	3.2	-6.7	?	-19.5	0.3	-1.3	-2.0	-8.5	1.9
C=CCNC(=O)c1onc(CSc2ccccc2C)c1C(=O)O	-20.3	-1.5	-3.5	-14.3	1.3	-33.0	/	-3.1	-6.4	10.7	-4.7
CCCCNC(=S)NNC(=O)c1nn(C)c(C)c1Cl	-22.7	-0.4	-3.2	-6.5	-2.9	-20.6	-1.4	3.3	-9.5	-3.6	-3.2
O=S1(=O)C[C@@H]2N=C(N/N=C/c3ccccc3)S[C@@H]2C1	-12.7	-0.7	-4.6	-8.3	-2.7	19.5	-0.9	10.9	7.2	5.2	-0.8

A different layout for 4 compounds above.
Fields – SUMO Mot1 rescue	LANA DNA inh	Keap1-Nrf2 PPI	PvdQ inh	dFosB activator	PfHsp90 yeast 2	NSD2 inh	Rtt109 HAT inh	Cardiac RTF inh	RTF Ca sens act	CDK5 p35 inh
CCCCC(CCC(=O)Nc1ccc(C(=O)OC)cc1)C(=O)O (configuration not stated)
 : 20.9	-1.1	-2.1	-17.3	-2.7	18.4	-2.1	10.3	-5.4	-4.7	-0.2
C=CCNC(=O)c1onc(CSc2ccccc2C)c1C(=O)O
 : -20.3	-1.5	-3.5	-14.3	1.3	-33.0	/	-3.1	-6.4	10.7	-4.7
O=C(COC(=O)c1ccccc1O)Nc1cc(S(=O)(=O)N2CCCCCC2)ccc1Cl
 : 5.1	-1.1	3.2	-6.7	?	-19.5	0.3	-1.3	-2.0	-8.5	1.9
S=c1[nH]nc(C2CCCCC2)n1/N=C/c1cccs1
 : /	0.8	1.7	-3.2	-17.7	-11.0	8.3	2.8	-5.0	-1.9	-0.5

Following part
SMILES	SUMO Mot1 rescue	LANA DNA inh	Keap1-Nrf2 PPI	PvdQ inh	dFosB activator	PfHsp90 yeast 2	NSD2 inh	Rtt109 HAT inh	Cardiac RTF inh	RTF Ca sens act	CDK5 p35 inh
Cc1ccc(N2C(=O)CN(Cc3cccs3)C2=S)cc1C	21.4	-0.9	-3.5	-16.1	1.4	14.5	4.1	-6.4	-8.1	-1.7	2.5
CC1CCCCN1C(=O)Nc1cccc(C(F)(F)F)c1 (configuration not stated)	5.9	-0.7	-2.6	-10.9	-1.4	6.6	0.0	0.2	-10.1	-1.1	0.8
CCOC(=O)c1c(C)[nH]c(C)c1C(=O)COC(=O)/C=C/c1ccc(Cl)cc1	-25.9	-0.1	-3.4	-15.8	-13.2	-80.5	-0.9	-3.0	-4.3	5.9	-1.5
CC(C)(C)c1ccc(C(=O)N2CCN(c3ccc(N4CCOCC4)nn3)CC2)cc1	/	-3.0	1.5	18.7	-6.9	-2.3	0.3	-25.1	3.3	-3.6	-0.7
Cc1ccc(-c2cc3nc(-c4ccccc4)cc(N4CCOCC4)n3n2)cc1	/	0.8	1.4	-6.1	-3.2	-18.7	-1.1	-7.9	2.8	-4.4	-0.2
O=C1NC(=S)NC1Cc1ccc(O)cc1 (configuration not stated)	/	-0.9	-8.7	-16.2	-5.9	-0.6	-1.7	4.6	0.6	0.0	2.4
C=CCNc1ncnc2ccccc12	-4.8	-2.1	1.7	17.4	0.6	18.1	-5.7	-2.0	0.5	-3.2	-1.6
CC(C)c1ccc(C2/C(=C(/O)c3ccc(F)cc3)C(=O)C(=O)N2CCCN2CCOCC2)cc1 (configuration not stated)	7.3	5.9	-3.0	4.8	-2.2	4.5	/	13.1	2.3	1.7	-0.6
COc1ccc(C(CNC(=O)c2cccc(NS(=O)(=O)c3ccccc3)c2)N2CCCC2)cc1 (configuration not stated)	/	-0.9	-1.4	-11.5	1.4	5.1	5.4	-7.9	-5.0	-2.5	-2.7
COc1ccccc1NC(=S)N(Cc1cccs1)C1CCCC1	-16.3	-2.6	-3.2	9.6	3.0	5.5	8.2	10.6	10.6	-3.3	1.3
COc1cccc(CC(=O)OC(C)C(=O)Nc2ncc(Cl)cc2Cl)c1 (configuration not stated)	-0.8	-0.4	-3.4	-5.7	-4.7	-32.1	3.8	-1.2	-6.1	-3.2	1.5
COc1ccccc1-c1nnc(SCC(=O)c2c(N)n(C3CC3)c(=O)[nH]c2=O)n1C	-19.1	0.0	-4.0	1.0	-5.0	-4.4	-0.3	3.5	-2.0	-2.7	-0.5
CCSc1nc2sc3c(c2c(=O)n1-c1ccc(OC)cc1)CCN(C)C3	2.8	-5.1	-0.4	-5.9	-12.8	9.6	4.2	-5.3	-4.3	-0.7	1.2
COC(=O)Cn1cc(C(=O)C2CC2)c2ccccc21	469.2	0.4	2.4	-1.4	0.3	-2.0	-0.9	-4.1	-5.8	-2.1	-0.4
CCC(=O)OC1CC(C)N(C(=O)c2ccccc2)c2ccc(C)cc21 (configuration not stated)	129.6	2.3	-3.9	-22.1	-0.6	11.8	2.6	-2.1	-11.7	-2.9	2.1
COC(=O)c1ccc2c(c1)C(=O)N(C1CCCCC1)C2=O	-17.7	1.2	-0.2	0.7	-0.5	-23.7	/	-19.8	-11.2	-5.6	1.4
COC(=O)CSc1nnc2cc(C)c3ccccc3n12	222.2	0.3	0.6	17.6	-13.6	9.2	-1.6	10.9	3.0	-2.5	-3.4
CCc1ccccc1Nc1nc(-c2cccnc2)cs1	221.6	1.6	2.9	9.1	-3.0	3.6	3.6	13.5	-1.2	2.5	-1.0
CCOCCCNC(=O)C(Cc1ccccc1)NC(=O)c1ccco1 (configuration not stated)	-14.0	-0.2	-1.3	-6.6	-7.1	-30.7	2.2	-5.2	-6.8	1.8	-0.2
CCOc1ccc(NC(=O)C2CCC(CNc3c(N4CCOCC4)c(=O)c3=O)CC2)cc1 (configuration not stated)	-15.8	1.1	-1.0	10.8	-7.4	0.6	/	-7.7	-7.1	-1.0	0.1
O=C(NC1CC1)C1CCN(S(=O)(=O)c2ccc(Cl)c([N+](=O)[O-])c2)CC1	1.7	2.3	-0.9	-14.7	-4.8	2.0	5.4	-1.7	5.0	-2.2	-2.8

A different layout for 2 compounds above.
structure | SUMO Mot1 rescue | LANA DNA inh | Keap1-Nrf2 PPI | PvdQ inh | dFosB activator | PfHsp90 yeast 2 | NSD2 inh | Rtt109 HAT inh | Cardiac RTF inh | RTF Ca sens act | CDK5 p35 inh
CCOCCCNC(=O)C(Cc1ccccc1)NC(=O)c1ccco1 (configuration not stated) | -14.0 | -0.2 | -1.3 | -6.6 | -7.1 | -30.7 | 2.2 | -5.2 | -6.8 | 1.8 | -0.2
CCOc1ccc(NC(=O)C2CCC(CNc3c(N4CCOCC4)c(=O)c3=O)CC2)cc1 (configuration not stated) | -15.8 | 1.1 | -1.0 | 10.8 | -7.4 | 0.6 | / | -7.7 | -7.1 | -1.0 | 0.1
